SF-1 act – activates the human nuclear receptor SF-1; Q13285; CHO-K1 Gal4-SF-1 LBD luciferase reporter; % increase over DMSO SF-1-specific signal; activation, % at 10 µM; 65,000 compounds, 1.9% hits; AID 522;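 active = activation above the mean activation of all tested compounds plus 3 SD, cut at about 50% in these data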
Target sequence (Q13285 whole entry, looked up, the tested form may be a part): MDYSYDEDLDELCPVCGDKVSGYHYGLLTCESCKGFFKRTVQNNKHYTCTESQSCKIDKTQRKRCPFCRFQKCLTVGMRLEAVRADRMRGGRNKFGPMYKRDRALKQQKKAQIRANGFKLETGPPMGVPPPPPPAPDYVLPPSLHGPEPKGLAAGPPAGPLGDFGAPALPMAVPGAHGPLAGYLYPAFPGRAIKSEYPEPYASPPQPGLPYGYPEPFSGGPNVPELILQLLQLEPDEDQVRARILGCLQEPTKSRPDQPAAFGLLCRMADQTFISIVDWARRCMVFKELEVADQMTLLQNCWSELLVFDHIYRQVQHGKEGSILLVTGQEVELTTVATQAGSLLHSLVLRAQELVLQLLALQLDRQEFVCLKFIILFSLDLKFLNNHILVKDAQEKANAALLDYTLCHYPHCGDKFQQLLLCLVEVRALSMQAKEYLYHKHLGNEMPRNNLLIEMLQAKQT
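Material: CHO-K1 cells with Gal4–hSF-1 LBD chimera plus Gal4-driven luciferase / Input: 4,000 CHO-K1 cells per well / Incubation: compound exposure 20 h at 37 °C / Signal: luminescence read 15 min after SteadyLite luciferase reagent, after room-temperature equilibration / Read-out: percent activation versus DMSO / Benchmarks: DMSO negative control and −SF1 background wells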
5HT1E ag – 5-HT1E (human) receptor agonism; P28566; CHO 5-HT1E Ga15 NFAT-bla reporter, FRET; 0% DMSO wells, 100% control agonist wells; activation, % at 6 µM; 65,000 compounds, 0.69% hits; AID 574;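 active = activation above a set limit, the screen-wide mean activation plus 3 SD, cut at about 8.5% in these data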;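 note: 100% = positive control agonist at 1 µM giving full maximal response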
Target sequence (P28566 whole entry, looked up): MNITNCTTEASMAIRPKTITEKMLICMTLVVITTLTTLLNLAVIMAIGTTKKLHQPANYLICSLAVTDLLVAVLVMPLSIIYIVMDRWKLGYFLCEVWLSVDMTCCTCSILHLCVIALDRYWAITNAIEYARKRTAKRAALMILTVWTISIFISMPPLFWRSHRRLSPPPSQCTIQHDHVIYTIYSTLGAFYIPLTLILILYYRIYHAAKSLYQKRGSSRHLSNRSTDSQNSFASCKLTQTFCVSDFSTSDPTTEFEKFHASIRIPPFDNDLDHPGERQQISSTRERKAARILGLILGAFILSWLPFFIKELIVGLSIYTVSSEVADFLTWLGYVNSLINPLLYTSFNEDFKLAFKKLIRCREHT
5HT1E antag – blocks the human 5-HT1E serotonin receptor; P28566; CHO 5-HT1E Ga15 NFAT-bla reporter, FRET, antagonist; inhibition, % at 6 µM; 65,000 compounds, 0.99% hits; AID 571;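 active = inhibition above a set limit, the mean inhibition across every tested compound plus 3 SD, cut at about 29% in these data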;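 note: signal is the 460 over 535 nm emission ratio of beta-lactamase substrate; 0% = agonist plus DMSO wells and 100% = wells without agonist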
NADH coupling – inhibition of NAD/NADH coupling enzymes, library profiling. coupled PK/LDH NADH assays, four targets. IC50, µM (series often up to 10 µM), without a hit: at the top dose inhibition. 65,000 compounds, 0.02% hits;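 active = single-dose screening hits from any of four coupled enzyme assays that gave an IC50 when retested across doses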;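 note: the DPM-DC format reads NADH fluorescence rather than 340 nm absorbance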
MMP13 inh – inhibitors of human MMP13. MMP-13 fTHP FRET cleavage, Mca fluorescence. inhibition, % at 4 µM. 65,000 compounds, 0.07% hits;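 active = inhibition above the mean of compound-free control plate wells plus 3 SD, cut at about 14% in these data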;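 note: 0% = DMSO wells and 100% = wells with reference MMP-13 inhibitor after basal subtraction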
Ecoli tolC – E. coli tolC mutant growth inhibition; E. coli BW25113 tolC mutant growth, OD615; growth inhibition, % at 10 µM (by protocol); 65,000 compounds, 2.2% hits;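 active = growth inhibition at or above a cutoff equal to the mean over every tested compound plus 3 SD, cut at about 60% in these data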;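 note: growth measured after 20 h incubation at 37 °C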
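Doses: one dose of 10 µM final / Material: E. coli BW25113 ΔtolC::kan, tolC deletion mutant strain / Buffer or medium: LB with kanamycin 50 µg/mL / Evaluation: percent growth inhibition / Detection: optical density read at 615 nm / Incubation: 37 °C, 20 h exposure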
5-HT1A blocker – antagonists of human 5-HT1a serotonin receptor | inhibition, % at 10 µM | CHO 5-HT1a Ga15 NFAT-bla reporter, antagonist mode | AID 612 | P08908 | 62,000 compounds, 0.68% hits;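 active = inhibition above the mean of all tested compounds plus 3 SD, cut at about 43% in these data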;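 note: receptor stimulated by 5-CT agonist at 100 nM near EC80; beta-lactamase reporter measured by ratiometric fluorescence of a cleavable substrate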
5HT1a ag – 5-HT1a (human) receptor agonism; P08908; CHO 5-HT1a Ga15 NFAT-bla reporter, FRET ratio; 0% basal, 100% maximal reference agonist; activation, % at 10 µM; 65,000 compounds, 0.56% hits;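 active = activation above the screen-wide mean activation plus 3 SD, cut at about 19% in these data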;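 note: 0% = DMSO wells and 100% = 5-CT at EC100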
RORa activator – activators of human nuclear receptor RORA; P35398; CHO-K1 Gal4-RORA LBD luciferase reporter, luminescence; percent increase over mock-subtracted basal signal; activation, % at 10 µM; 65,000 compounds, 1.5% hits; AID 560;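 active = activation above the mean of all tested compounds plus 3 SD, cut at about 49% in these data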;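 note: 0% = DMSO-treated RORA cells and 100% = added signal equal to DMSO minus mock-transfected cells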
The depositor's hits bear a star; . = no result given; [ ] = remark or other dose. Not a hit list. About 7.2% of those tested had a hit in this group.

Screens in order – SF-1 act	5HT1E ag	5HT1E antag	NADH coupling	MMP13 inh	Ecoli tolC	5-HT1A blocker	5HT1a ag	RORa activator
#1 Cn1cccc1CNC(=O)Nc1ccc(Cl)cc1
  53.9*	-0.2	-0.7	5.0%	3.3	13.5	-0.8	-2.9	15.8
#2 Cc1ccc(N(Cc2ccco2)C(=O)c2cccc(S(=O)(=O)N(C)C)c2)cc1
  -12.1	-1.5	9.0	3.0%	5.2	13.9	5.4	1.6	-5.5
#3 COCCCNCC(=O)Nc1ccc(OC(F)(F)F)cc1
  -2.3	-0.3	6.0	5.0%	1.7	-15.5	3.9	1.3	11.1
#4 O=C(CSC1=NCCS1)NC1CCCCC1
  -6.9	-0.5	-2.7	2.0%	-0.9	-9.0	-2.5	1.5	-6.5
#5 CCn1nc(C(=O)OCc2c(C)noc2C)c2ccccc2c1=O
  4.0	-0.4	29.5*	6.0%	8.6	-0.3	11.4	-1.0	-17.4
#6 CCCCNC(=O)N1CCOCCOCCN(C(=O)NCCCC)CCOCCOCC1
  -7.9	-0.4	-2.8	2.0%	3.4	4.2	.	1.5	-14.1
#7 COc1ccc(OC)c(CN2CCN(C(=O)c3cccs3)CC2)c1
  -0.7	0.7	-8.7	6.0%	1.6	-8.8	2.3	-4.0	-6.1
#8 Cc1cc(C)c(C#N)c(N2CCN(CCOc3ccc(Cl)cc3)CC2)n1
  2.9	-0.9	-2.3	3.0%	1.6	100.0*	-2.0	8.6	8.7
#9 Cc1cc(C)n(-c2nnc(C)n2/N=C/c2ccco2)n1
  7.6	-0.1	-4.7	3.0%	-5.1	-14.7	.	-5.0	-7.5
#10 CCC(c1nnc(SCC(=O)NCCc2ccc(Cl)cc2Cl)o1)N(C)C (centres undefined)
  -5.7	0.7	-12.4	6.0%	5.4	7.0	6.3	-1.3	1.5
#11 CCOc1ccc(S(=O)(=O)N(C)CCO)cc1-c1nc2c(C(C)(C)C)nn(C)c2c(=O)[nH]1
  -3.1	0.1	15.4	1.0%	0.1	0.6	.	2.8	-21.8
#12 Cc1ccc2[nH]c3c(=O)n(CCCN4CCN(C)CC4)cnc3c2c1
  8.3	-0.4	3.5	8.0%	-29.4	-11.9	7.0	1.7	-4.9
#13 Cc1ccc(-c2ccc(/C=N/n3cnnc3)o2)cc1Cl
  7.6	1.2	-8.6	7.0%	-2.7	1.5	-14.2	2.1	-11.1
#14 CC1(C)CC(=O)C(C=N)=C(O)C1
  -4.3	0.9	3.5	7.0%	-8.1	18.7	.	-2.1	-6.7
#15 CCN(C(=O)COc1ncnc2ccc(Br)cc12)C1CCS(=O)(=O)C1 (centres undefined)
  -3.2	-0.5	2.5	4.0%	3.5	-14.1	-3.2	-2.3	-8.0
#16 CCCCNC(=O)C1CCN(S(=O)(=O)c2cnc[nH]2)CC1
  20.0	-0.2	8.5	8.0%	-11.9	-25.9	-2.3	0.2	2.5
#17 CC(=O)N1CCc2cc(C(=O)CN3CCN(c4cccc(Cl)c4)CC3)ccc21
  -11.6	25.9*	-2.4	3.0%	5.0	8.3	18.1	13.7	17.4
#18 c1ccc(Cn2c(-c3cccs3)nc3nc4ccccc4nc32)cc1
  5.9	1.5	-5.7	7.0%[fluoresces]	-48.5	-3.6	-7.4	0.3	18.0
#19 Cn1c(SCc2ccccc2F)nc2cccnc21
  6.5	1.7	-5.1	7.0%	-0.1	16.8	2.7	-0.8	80.1*
#20 CCCC(C)(C)NC(=O)CCCCC(=O)NC(C)(C)CCC
  -5.2	-0.2	1.4	7.0%	5.3	-20.8	2.4	-0.8	10.0
#21 O=C(CCCn1c(SCC(=O)NC2CCCCC2)nc2ccccc2c1=O)NCC1CCCO1 (centres undefined)
  -0.5	0.2	-0.9	6.0%	1.9	1.1	5.0	-1.2	-3.7
#22 COCCn1c(NCc2ccccc2)nc2c1c(=O)[nH]c(=O)n2C
  0.7	0.0	5.2	5.0%	6.3	-3.9	3.6	-1.4	-12.6
#23 O=C(NC1CCCCC1)C1CCN(S(=O)(=O)c2cccc3cccnc23)CC1
  1.6	1.1	-2.2	4.0%	1.1	-3.6	7.2	-0.1	-25.4
#24 O=C(CN1C(=O)CCSc2ccccc21)Nc1ccc2c(c1)OCCO2
  6.1	-0.2	1.1	4.0%	0.0	-2.6	-5.9	-1.7	-7.1
#25 CCOC(=O)CS(=O)(=O)c1nc(-c2ccccc2)cc(C(F)(F)F)n1
  -43.9	4.6	107.8*	4.0%	-0.8	15.0	104.8*	-6.6	-60.2
#26 Nc1nc(CN2CCN(Cc3ccccc3)CC2)nc(Nc2ccc3c(c2)OCCO3)n1
  -4.4	-0.3	-1.8	5.0%	-0.1	12.3	-3.5	-0.5	-16.1
#27 Cc1cccn2c(=O)c3cc(C(=O)NC4CCS(=O)(=O)C4)sc3nc12 (centres undefined)
  1.4	0.8	2.0	6.0%[fluoresces]	-90.5[fluorescence artefact?]	-1.8	-16.3	0.0	10.3
#28 COc1ccccc1NC(=O)Nc1c(C)n(C)n(-c2ccccc2)c1=O
  -15.8	-0.1	-8.9	3.0%	-4.1	-9.9	-12.6	-3.8	6.4
#29 Cc1sc2nc(SCC(=O)N3CCOCC3)[nH]c(=O)c2c1C
  7.4	-0.8	2.0	0.0%	-4.1	1.7	-11.2	-0.5	8.4
#30 N#C/C(=C\c1ccc(O)c(O)c1)S(=O)(=O)c1ccccc1
  -5.4	0.2	-3.6	2.0%	12.7	-1.8	-3.7	0.5	-7.3
#31 CC(C)(C)c1cc(=O)n2c(C#N)c(C#N)nc2[nH]1
  13.0	-0.6	-3.3	7.0%[fluoresces]	-69.3[fluorescence artefact?]	-5.1	2.9	0.1	-9.3
#32 COc1ccccc1NC(=O)CSc1ccc2nnc(-c3ccccn3)n2n1
  -21.8	1.1	-4.0	4.0%	3.2	-1.8	-2.0	-2.9	-6.5
#33 COCCNC(=O)C1c2cc(OC)c(OC)cc2C(=O)N(C)C1c1cccnc1 (centres undefined)
  -3.5	-0.1	-3.1	4.0%	5.7	-31.0	8.9	-1.3	10.3
#34 COCCn1c(C)cc(C(=O)CSc2nc(C)nc3sc4c(c23)CCC4)c1C
  -17.3	-2.0	0.3	4.0%	-1.9	8.8	-2.3	0.6	-8.6
#35 CCC12CC3CC(C1)CC(C(=O)O)(C3)C2
  -0.5	0.8	3.6	2.0%	-2.3	-23.3	-10.7	0.0	-22.4
#36 CCCCCNC(=O)c1ccc2c(=O)n(CC3CCCO3)c(=O)[nH]c2c1 (centres undefined)
  -1.0	-0.2	-5.6	1.0%	-15.7	8.2	-9.0	-1.7	18.9
#37 COc1ccccc1NC(=O)N1CCc2[nH]c3ccc(F)cc3c2C1
  -7.6	-1.8	29.2*	6.0%	5.1	15.3	29.1	1.2	1.8
#38 O=C(CSc1ncccn1)NCc1ccccc1Cl
  68.3*	0.2	-3.9	7.0%	-3.0	-16.8	10.3	-4.2	31.1
#39 O=C(CN1C(=O)COc2ccccc21)N(Cc1ccccc1)Cc1ccccn1
  5.6	0.5	-3.0	5.0%	-12.2	7.5	6.7	0.3	0.4
#40 O=C(Nc1c(F)cc(F)cc1Br)c1cc(-c2ccc(O)cc2)on1
  9.5	1.9	-10.7	3.0%	-3.7	35.5	16.5	2.7	-2.8
#41 CN(Cc1ccccc1)c1nc2c(c(=O)[nH]c(=O)n2C)n1CCOc1ccccc1
  -9.2	0.0	21.1	2.0%	2.2	7.6	-21.7	3.1	2.4
#42 O=C(COC(=O)c1cccs1)NCCN1C(=O)CSC1=O
  -9.2	-0.8	4.6	9.0%	0.8	-14.8	-2.4	-1.5	-0.8
#43 CCOC(=O)CC(=O)CSc1ccc2nnc(-c3ccccc3)n2n1
  -10.2	-0.2	-0.8	5.0%	-10.7	5.9	-4.2	-0.6	-10.9
#44 CCOc1ccc(CC2S/C(=N/c3ccccn3)NC2=O)cc1 (centres undefined)
  2.0	-0.1	3.2	6.0%	-0.6	10.3	12.5	0.2	-19.2
#45 Cn1c(=O)c2c(ncn2CC(=O)OCC(=O)NC2CCCc3ccccc32)n(C)c1=O (centres undefined)
  -4.7	0.3	-4.5	2.0%	0.8	-10.7	-4.9	-0.1	1.1
#46 CN(C)c1cccc(C(=O)n2cc(C(=O)c3cc(F)ccc3O)cn2)c1
  28.9	-1.4	14.2	3.0%	-15.6	-4.5	20.6	-3.7	15.2
#47 Cc1cc(Cl)c(S(=O)(=O)Nc2ccon2)cc1OCC(=O)NC1CCCCC1
  11.7	0.1	-6.9	6.0%	4.5	3.7	-17.1	-1.7	-18.5
#48 CCc1nnc(NC(=O)CCC(=O)NCC2CCCO2)s1 (centres undefined)
  -4.3	0.6	2.0	7.0%	3.6	-5.4	-0.6	-0.5	-21.3
#49 O=C(Cn1ncc2c1-c1ccccc1OC2)N1CCN(c2ccccn2)CC1
  -18.0	0.9	-2.3	1.0%	-11.5	1.6	-1.3	-3.3	-1.2
#50 CC(/C=N/n1cnnc1)=C\c1ccco1
  -22.0	0.7	-7.4	3441µM*	-2.9	-13.4	-14.1	-3.3	-18.8

New compounds follow.
Screens in order – SF-1 act	5HT1E ag	5HT1E antag	NADH coupling	MMP13 inh	Ecoli tolC	5-HT1A blocker	5HT1a ag	RORa activator
#51 CCN(CC(=O)NCc1ccccn1)S(=O)(=O)c1ccc(Cl)cc1
  6.8	0.3	-20.4	10.0%	1.1	-12.8	4.0	5.7	1.2
#52 O=C(NC1CCCCC1)C(c1ccccc1)N1CCC2(CC1)OCCO2 (centres undefined)
  -9.8	-0.8	0.0	2.0%	-3.9	3.8	5.3	-1.8	-15.2
#53 Cc1ccc(N2C(=O)c3ccccc3C2O)nc1 (centres undefined)
  -55.5	-0.8	9.6	3.0%	-5.7	-26.9	16.8	-1.7	-43.9
#54 CC(=O)NCC(=O)NC(C(=O)Nc1ccc2c(c1)OCCO2)c1ccccc1 (centres undefined)
  0.0	-0.4	3.1	9.0%	1.6	0.0	6.6	-2.7	3.3
#55 Cc1cc(C)nc(SCC(=O)Nc2ncc3c(n2)CCCC3=O)n1
  -8.3	0.8	6.1	1.0%	-5.4	-16.1	0.1	-2.7	0.8

Source: PubChem BioAssay
